Screens as filed in PubChem BioAssay.
PriA SSB inh = inhibitors of Klebsiella pneumoniae PriA binding to SSB C-terminal tail. AlphaScreen SSBct-PriA binding, biotinylated peptide. inhibition, % at 33 µM. 430,000 tested, 0.6% active; in the data active = inhibition mostly above about 37%, no sharp cut-off; inactive = mostly below about 20%;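 note: plate controls were negative control peptide for no effect and reference peptide for full effect; strong numbers were not always called active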
BoNT-A LC inh2 = inhibitors of Botulinum neurotoxin A light chain protease. inhibition, % at 10 µM. AID 588499. multiplex microsphere protease substrate cleavage, flow cytometry. 360,000 tested, 0.17% active; note: plate controls were buffer without enzyme for full effect and enzyme alone for no effect
Anthrax LF inh2 = inhibitors of Bacillus anthracis lethal factor protease | P15917 | multiplex microsphere protease cleavage assay, LF | inhibition, % at 10 µM | 360,000 tested, 0.12% active; note: plate controls were buffer without enzyme for full effect and enzyme alone for no effect
Target sequence (P15917 whole entry, looked up): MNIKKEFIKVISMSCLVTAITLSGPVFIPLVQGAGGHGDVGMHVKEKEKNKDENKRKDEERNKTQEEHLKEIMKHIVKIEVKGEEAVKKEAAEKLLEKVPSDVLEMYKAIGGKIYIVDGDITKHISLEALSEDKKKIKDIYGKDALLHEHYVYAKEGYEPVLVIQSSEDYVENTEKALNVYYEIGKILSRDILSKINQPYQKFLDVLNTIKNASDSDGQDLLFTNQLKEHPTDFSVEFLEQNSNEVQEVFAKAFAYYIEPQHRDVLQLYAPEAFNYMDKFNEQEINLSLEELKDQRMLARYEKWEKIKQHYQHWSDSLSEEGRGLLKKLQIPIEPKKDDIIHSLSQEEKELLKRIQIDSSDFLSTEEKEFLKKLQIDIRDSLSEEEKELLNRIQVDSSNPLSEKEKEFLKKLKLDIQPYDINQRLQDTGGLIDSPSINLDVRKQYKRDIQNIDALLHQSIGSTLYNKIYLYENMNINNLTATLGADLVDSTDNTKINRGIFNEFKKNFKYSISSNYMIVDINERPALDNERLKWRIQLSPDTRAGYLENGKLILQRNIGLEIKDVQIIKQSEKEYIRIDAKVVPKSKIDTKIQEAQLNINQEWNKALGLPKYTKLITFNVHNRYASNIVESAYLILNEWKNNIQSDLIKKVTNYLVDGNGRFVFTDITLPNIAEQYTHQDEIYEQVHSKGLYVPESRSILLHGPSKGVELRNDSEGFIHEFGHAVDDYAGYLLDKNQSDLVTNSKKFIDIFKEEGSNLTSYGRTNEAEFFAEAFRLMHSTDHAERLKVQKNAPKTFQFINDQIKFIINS
Rv3671c protease = inhibitors of M. tuberculosis serine protease Rv3671c; P9WHR9; inhibition, % at 5.96 µM; 320,000 tested, 0.048% active; AID 2606; in the data active = inhibition above about 38%;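 note: extracellular domain of Rv3671c used as enzyme; 0% = enzyme with DMSO and 100% = no enzyme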
SARS 3CLpro inh = SARS-CoV 3CLpro protease inhibition; 290,000 tested, 0.14% active; AID 1706; recombinant SARS-CoV 3CLpro, quenched FRET peptide cleavage; inhibition, % at 6 µM; in the data active = inhibition above about 12%
CCHFV vOTU inh = CCHFV vOTU protease inhibition | Pep-AMC fluorescence | inhibition, % at 11.5 µM | 370,000 tested, 0.55% active; in the data active = inhibition above about 30%; note: 0% = vehicle wells with enzyme and 100% = no enzyme wells
MazF activator = MazEF (E. coli) toxin RNase activation; P0AE70; FAM/BHQ RNA-DNA oligo cleavage fluorescence, 5 h; activation, % at 20 µM; 350,000 tested, 0.32% active; AID 504720; in the data active = activation above about 50%
PrPC TRFRET = reduces human prion protein on the cell surface | P04156 | cell surface PrPC, TR-FRET read-out | inhibition, % at 13.8 µM | 370,000 tested, 0.43% active; in the data active = inhibition above about 24%; note: 0% = median of the test wells and 100% = reference compound wells
DUSP3 inh = inhibitors of human VHR1 phosphatase (DUSP3); 290,000 tested, 0.52% active; inhibition, % at 13.3 µM; P51452; recombinant VHR phosphatase, pNPP absorbance; AID 1654; in the data active = inhibition above about 50%; note: some compounds called inactive have numbers as strong as hits
Target sequence (P51452 whole entry, looked up): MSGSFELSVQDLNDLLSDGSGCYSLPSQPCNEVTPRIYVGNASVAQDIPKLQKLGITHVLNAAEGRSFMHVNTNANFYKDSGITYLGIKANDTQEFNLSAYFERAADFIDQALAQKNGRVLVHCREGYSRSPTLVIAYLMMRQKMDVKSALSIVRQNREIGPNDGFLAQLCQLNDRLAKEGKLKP
BoNT-F LC inh = blocks Botulinum neurotoxin F light chain protease | inhibition, % at 10 µM | 360,000 tested, 0.22% active | Multiplex microsphere protease cleavage assay, flow cytometry; in the data active = inhibition above about 35%, passing the limit was not always enough; inconclusive = no clear call, values can overlap the other calls; note: plate controls were buffer without enzyme for full effect and enzyme alone for no effect
Active calls of the source: *. Cut-off read from the data, not from the text of the source, unless noted: active = inhibition above about 30%; inconclusive = no clear call, values can overlap the other calls; inactive = below that. A portion of the library; rates above refer to the full screens.

Results for Cc1ccc(NC(=O)CSCC(=O)OC(C)C(=O)Nc2ccc(S(N)(=O)=O)cc2)c(C)c1 (centres undefined) ?
PriA SSB inh: -14; BoNT-A LC inh2: 0.1; Anthrax LF inh2: 0; Rv3671c protease: -8; CCHFV vOTU inh: -6; MazF activator: 3; PrPC TRFRET: 4; BoNT-F LC inh: -3

What do the screens show for `CC[C@]12C(=O)N(C)C[C@H]([C@@H]3C(=O)N(C)C(=O)[C@@H]31)N2C(=O)c1ccc(C(F)(F)F)cc1`?
PriA SSB inh: -6; BoNT-A LC inh2: -0.2; Anthrax LF inh2: -3; Rv3671c protease: -5; CCHFV vOTU inh: -2; MazF activator: -2; PrPC TRFRET: -6; BoNT-F LC inh: -5

Results for Cc1ccc(CS(=O)(=O)CCC(=O)NCCC(C)C)cc1 ?
PriA SSB inh: -7; BoNT-A LC inh2: -0.6; Anthrax LF inh2: -2; Rv3671c protease: -8; SARS 3CLpro inh: -3; CCHFV vOTU inh: -7; MazF activator: 7; PrPC TRFRET: 1; DUSP3 inh: 17; BoNT-F LC inh: -2

What do the screens show for `CC(C)=CC(=O)Nc1ccc(Cl)cc1`?
PriA SSB inh: -5; BoNT-A LC inh2: 0.5; Anthrax LF inh2: 0; Rv3671c protease: -1; SARS 3CLpro inh: -1; CCHFV vOTU inh: -3; MazF activator: -4; PrPC TRFRET: 9; DUSP3 inh: -6; BoNT-F LC inh: 4

How did S=C(Nc1ccc(Cl)c(Cl)c1)N1CCCC1 do in these assays?
PriA SSB inh: 1; BoNT-A LC inh2: -1.6; Anthrax LF inh2: 15; Rv3671c protease: 3; SARS 3CLpro inh: 1; CCHFV vOTU inh: 9; MazF activator: -6; PrPC TRFRET: 1; DUSP3 inh: 2; BoNT-F LC inh: inconclusive

Results for O=C(c1ccc2c3c(cccc13)CC2)N1CCOCC1 ?
PriA SSB inh: -7; BoNT-A LC inh2: 1.4; Anthrax LF inh2: 2; Rv3671c protease: 5; SARS 3CLpro inh: -2; CCHFV vOTU inh: 2; MazF activator: 2; PrPC TRFRET: -7; DUSP3 inh: 19; BoNT-F LC inh: -1

How did CC(C)[C@H](NC(=O)c1ccc(Cl)cc1)C(=O)Nc1cccc(S(=O)(=O)N2CCOCC2)c1 do in these assays?
BoNT-A LC inh2: 0.1; Anthrax LF inh2: -7; CCHFV vOTU inh: 13; MazF activator: 3; PrPC TRFRET: 14; BoNT-F LC inh: -2

Results for Cc1cccc(C)c1NC(=O)c1ccc(-c2cc(F)ccc2F)o1 ?
BoNT-A LC inh2: -0.2; Anthrax LF inh2: -3; CCHFV vOTU inh: 5; PrPC TRFRET: 12; BoNT-F LC inh: -3

Results for CNC(=O)Oc1ccc(C(=O)N2c3ccccc3NC(=O)C2C)cc1 (centres undefined) ?
PriA SSB inh: 10; BoNT-A LC inh2: -2.7; Anthrax LF inh2: 12; Rv3671c protease: -3; SARS 3CLpro inh: 2; CCHFV vOTU inh: 19; MazF activator: 4; PrPC TRFRET: 6; DUSP3 inh: 14; BoNT-F LC inh: -17

Results for Cc1ccc2c(Cl)cc(Cl)c(OCC(=O)NC(C)(C)C)c2n1 ?
PriA SSB inh: -31; BoNT-A LC inh2: -0.6; Anthrax LF inh2: -3; Rv3671c protease: 5; SARS 3CLpro inh: 2; CCHFV vOTU inh: 22; MazF activator: 4; PrPC TRFRET: -1; DUSP3 inh: 18; BoNT-F LC inh: -1

How did Cc1nnc(NC2=NCCCCC2)o1 do in these assays?
PriA SSB inh: -20; BoNT-A LC inh2: 0.1; Anthrax LF inh2: -5; Rv3671c protease: 4; SARS 3CLpro inh: 3; CCHFV vOTU inh: -5; MazF activator: -8; PrPC TRFRET: 0; DUSP3 inh: 0; BoNT-F LC inh: 7

Results for Clc1ccccc1-c1ccc(CN2CCN(c3ccccc3)CC2)o1 ?
BoNT-A LC inh2: 0.1; Anthrax LF inh2: -5; Rv3671c protease: 6; SARS 3CLpro inh: 6; CCHFV vOTU inh: 4; MazF activator: -4; PrPC TRFRET: -2; DUSP3 inh: 24; BoNT-F LC inh: -11

What do the screens show for `O=C(CSc1nnc(C2CCCCC2)o1)Nc1ccccc1Cl`?
PriA SSB inh: -12; BoNT-A LC inh2: -1.8; Anthrax LF inh2: 5; Rv3671c protease: 5; SARS 3CLpro inh: -3; CCHFV vOTU inh: -8; MazF activator: 4; PrPC TRFRET: -5; DUSP3 inh: 39; BoNT-F LC inh: 10

Results for Cc1csc(SCC(=O)NC(=O)Cc2ccccc2)n1 ?
PriA SSB inh: -1; BoNT-A LC inh2: -0.7; Anthrax LF inh2: 1; Rv3671c protease: 3; SARS 3CLpro inh: -2; CCHFV vOTU inh: -11; MazF activator: 0; PrPC TRFRET: 2; DUSP3 inh: 26; BoNT-F LC inh: -10

How did CCCCN1C(=O)NC(c2ccc(OC)cc2)C(C(=O)OCc2ccccc2)=C1C (centres undefined) do in these assays?
PriA SSB inh: -8; BoNT-A LC inh2: 0.4; Anthrax LF inh2: -2; Rv3671c protease: -6; SARS 3CLpro inh: 6; CCHFV vOTU inh: 9; MazF activator: 2; PrPC TRFRET: -3; DUSP3 inh: 40; BoNT-F LC inh: -4

Results for CCN(CC)c1ncnnc1-c1ccccc1 ?
PriA SSB inh: -13; BoNT-A LC inh2: -0.5; Anthrax LF inh2: -1; Rv3671c protease: 3; SARS 3CLpro inh: 3; CCHFV vOTU inh: -2; MazF activator: 0; PrPC TRFRET: -4; DUSP3 inh: -11; BoNT-F LC inh: -1

How did CC1CN(S(=O)(=O)c2ccccc2)C(C)CN1S(=O)(=O)c1ccccc1 (centres undefined) do in these assays?
PriA SSB inh: -10; BoNT-A LC inh2: -1.8; Anthrax LF inh2: -2; SARS 3CLpro inh: -5; CCHFV vOTU inh: 6; MazF activator: -19; PrPC TRFRET: 2; DUSP3 inh: 9; BoNT-F LC inh: -32

What do the screens show for `Cc1cc(C)c(S(=O)(=O)Nc2nccs2)c(C)c1`?
PriA SSB inh: -3; BoNT-A LC inh2: 2.5; Anthrax LF inh2: -1; Rv3671c protease: -5; SARS 3CLpro inh: -3; CCHFV vOTU inh: -9; MazF activator: 6; PrPC TRFRET: -1; DUSP3 inh: 5; BoNT-F LC inh: inconclusive

What do the screens show for `Cc1ccc(Cl)c(NC(=O)COC(=O)c2nn(C)c(=O)c3ccccc23)c1Cl`?
PriA SSB inh: -2; BoNT-A LC inh2: 2.0; Anthrax LF inh2: -3; Rv3671c protease: -1; CCHFV vOTU inh: 4; MazF activator: 6; PrPC TRFRET: 4; BoNT-F LC inh: -7

What do the screens show for `NC(=O)c1ccc2nc(-c3ccccc3)c(-c3ccccc3)nc2c1`?
PriA SSB inh: -5; BoNT-A LC inh2: 1.0; Anthrax LF inh2: -6; Rv3671c protease: -11; SARS 3CLpro inh: -2; CCHFV vOTU inh: -12; MazF activator: 10; PrPC TRFRET: -1; DUSP3 inh: 10; BoNT-F LC inh: -5

What do the screens show for `O=C(CSc1nc2ccccc2c(=O)n1Cc1ccco1)NCc1ccccc1`?
PriA SSB inh: 0; BoNT-A LC inh2: 0.6; Anthrax LF inh2: -1; Rv3671c protease: 3; SARS 3CLpro inh: -3; CCHFV vOTU inh: -10; MazF activator: 1; PrPC TRFRET: -3; BoNT-F LC inh: 2

How did CC(=O)N1CCC2(CC1)C(C#N)=C(N)Oc1n[nH]c(C(F)(F)F)c12 do in these assays?
PriA SSB inh: -20; BoNT-A LC inh2: inconclusive; Anthrax LF inh2: 3; Rv3671c protease: 7; SARS 3CLpro inh: 2; CCHFV vOTU inh: 2; MazF activator: -4; PrPC TRFRET: 3; DUSP3 inh: 18; BoNT-F LC inh: -12

Results for CCOC(=O)[C@]12Cc3cc(OC)ccc3[C@H]1N(CC(=O)OC)C(=O)c1cc(OC)ccc12 ?
BoNT-A LC inh2: 0.0; Anthrax LF inh2: -7; CCHFV vOTU inh: -2; PrPC TRFRET: 7; BoNT-F LC inh: 0

How did Cc1c(Cl)cccc1NC(=O)COC(=O)C12CC3CC(CC(O)(C3)C1)C2 do in these assays?
PriA SSB inh: 2; BoNT-A LC inh2: 1.2; Anthrax LF inh2: -3; Rv3671c protease: 7; CCHFV vOTU inh: 3; MazF activator: 9; PrPC TRFRET: -4; BoNT-F LC inh: -6

What do the screens show for `CC(=O)Oc1ccc(C(=O)[C@H]2[C@H]3C(=O)N(c4cccc5ccccc45)C(=O)[C@H]3[C@@H]3C=CC=NN32)cc1`?
PriA SSB inh: 18; BoNT-A LC inh2: 6.2; Anthrax LF inh2: 1; Rv3671c protease: -14; SARS 3CLpro inh: 3; CCHFV vOTU inh: 3; MazF activator: 24; PrPC TRFRET: -12; DUSP3 inh: 2; BoNT-F LC inh: -24

How did Cc1ccc2cc(/C=N/NC(=O)[C@H]3C[C@@H]3c3ccccc3)c(Cl)nc2c1 do in these assays?
BoNT-A LC inh2: 0.3; Anthrax LF inh2: 0; Rv3671c protease: -5; SARS 3CLpro inh: -7; CCHFV vOTU inh: 6; MazF activator: -9; PrPC TRFRET: 0; DUSP3 inh: -2; BoNT-F LC inh: 4

What do the screens show for `COc1ccc(N2C3=C(C(=O)CC(C)(C)C3)C(c3ccccc3OC)C3=C2CC(C)(C)CC3=O)cc1`?
PriA SSB inh: -5; BoNT-A LC inh2: -1.6; Anthrax LF inh2: -1; Rv3671c protease: -3; SARS 3CLpro inh: 3; CCHFV vOTU inh: -67; MazF activator: 6; PrPC TRFRET: 2; DUSP3 inh: 17; BoNT-F LC inh: inconclusive

What do the screens show for `CCCCn1c(N)c(N(CC)C(=O)/C=C/c2ccco2)c(=O)[nH]c1=O`?
PriA SSB inh: 1; BoNT-A LC inh2: -0.4; Anthrax LF inh2: 2; Rv3671c protease: 1; SARS 3CLpro inh: 4; CCHFV vOTU inh: -20; MazF activator: 5; PrPC TRFRET: -5; DUSP3 inh: 22; BoNT-F LC inh: 0

What do the screens show for `O=C(N/C(=C/c1ccc(F)cc1)C(=O)N1CCCCC1)c1ccco1`?
PriA SSB inh: 2; BoNT-A LC inh2: -2.8; Anthrax LF inh2: -4; Rv3671c protease: -11; SARS 3CLpro inh: -6; CCHFV vOTU inh: 13; MazF activator: 6; PrPC TRFRET: -1; DUSP3 inh: 42; BoNT-F LC inh: -6

How did COC(=O)[C@H]1CN(C(=O)c2ccccc2)C(=O)N1 do in these assays?
PriA SSB inh: -5; BoNT-A LC inh2: -0.4; Anthrax LF inh2: -6; Rv3671c protease: 3; SARS 3CLpro inh: -5; CCHFV vOTU inh: 3; MazF activator: 0; PrPC TRFRET: 0; DUSP3 inh: 5; BoNT-F LC inh: -2

Results for COc1ccccc1N=NNc1ccccc1OC ?
BoNT-A LC inh2: -1.2; Anthrax LF inh2: -2; CCHFV vOTU inh: 12; MazF activator: 6; PrPC TRFRET: -17; BoNT-F LC inh: -3

What do the screens show for `COc1cc(/C=N/O)cc(Cl)c1OC`?
BoNT-A LC inh2: 0.2; Anthrax LF inh2: -2; Rv3671c protease: 5; SARS 3CLpro inh: 1; CCHFV vOTU inh: -4; MazF activator: 2; PrPC TRFRET: -10; DUSP3 inh: 1; BoNT-F LC inh: -1

What do the screens show for `CN1CCC(OC2c3ccccc3CCc3ccccc32)CC1`?
BoNT-A LC inh2: -0.4; Anthrax LF inh2: -3; CCHFV vOTU inh: 7; MazF activator: 11; PrPC TRFRET: -11; BoNT-F LC inh: 3

How did COc1ccc(OCc2cc(C(=O)N(C)Cc3cc(C4CC4)n[nH]3)no2)c(Cl)c1 do in these assays?
PriA SSB inh: -12; BoNT-A LC inh2: -1.5; Anthrax LF inh2: 0; Rv3671c protease: -5; SARS 3CLpro inh: 10; CCHFV vOTU inh: 13; MazF activator: -1; PrPC TRFRET: 6; DUSP3 inh: 1; BoNT-F LC inh: -7
